Bioassay records from PubChem BioAssay.
V1aR counter = agonists of human V1a receptor, primary screen, counter-screen for OXTR agonist project, fluorescence, CHO-V1R cells; Vasopressin V1a receptor (Homo sapiens), P37288; Fluo-8 calcium fluorescence, agonist mode; 0% DMSO, 100% 3 nM vasopressin; activation, % at 3 µM; 0.25% of 320,000 active; AID 2797, 2010;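 active means activation above the mean activation of all tested compounds plus 3 SD, per screening run, cut at about 20% in these data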;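 further: signal is peak over basal fluorescence ratio across a 100 second FLIPR read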
Target sequence (P37288 whole entry, looked up): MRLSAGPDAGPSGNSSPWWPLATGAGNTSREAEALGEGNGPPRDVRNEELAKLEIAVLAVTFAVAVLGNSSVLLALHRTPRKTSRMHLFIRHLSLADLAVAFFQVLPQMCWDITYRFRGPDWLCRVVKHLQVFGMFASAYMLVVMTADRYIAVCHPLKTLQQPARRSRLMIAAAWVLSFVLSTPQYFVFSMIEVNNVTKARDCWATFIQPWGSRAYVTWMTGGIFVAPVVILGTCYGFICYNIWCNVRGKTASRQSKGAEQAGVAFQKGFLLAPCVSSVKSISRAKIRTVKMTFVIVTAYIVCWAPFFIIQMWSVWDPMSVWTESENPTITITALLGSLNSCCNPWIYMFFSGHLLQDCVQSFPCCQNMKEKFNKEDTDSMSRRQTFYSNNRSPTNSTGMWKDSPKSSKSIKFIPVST
OXTR agonist = human OXTR agonists, primary screen, fluorescence, CHO-OTR cells, Fluo-8 calcium; Oxytocin receptor (Homo sapiens), P30559; Fluo-8 calcium fluorescence; normalized: DMSO 0%, oxytocin 100%; activation, % at 3 µM; 0.32% of 320,000 active;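 active means activation above the mean of all tested compounds plus 3 SD, cutoff set per screening run, cut at about 20% in these data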;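 further: peak over basal fluorescence ratio from a 100 s FLIPR kinetic read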
GPR7 antagonist = GPR7 receptor antagonists, primary screen, cell-based, fluorescence, single concentration; AID 1861, 2009; Neuropeptides B/W receptor type 1 (Homo sapiens), P48145; GPR7-expressing cells, fluorescence antagonist assay; 1.1% of 290,000 active; inhibition, % at 4.4 µM; in the data active means inhibition above about 16%, passing the limit was not always enough;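 further: cells stimulated with the agonist NPW; 0% = agonist with vehicle and 100% = vehicle without agonist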
Target sequence (P48145 whole entry, looked up): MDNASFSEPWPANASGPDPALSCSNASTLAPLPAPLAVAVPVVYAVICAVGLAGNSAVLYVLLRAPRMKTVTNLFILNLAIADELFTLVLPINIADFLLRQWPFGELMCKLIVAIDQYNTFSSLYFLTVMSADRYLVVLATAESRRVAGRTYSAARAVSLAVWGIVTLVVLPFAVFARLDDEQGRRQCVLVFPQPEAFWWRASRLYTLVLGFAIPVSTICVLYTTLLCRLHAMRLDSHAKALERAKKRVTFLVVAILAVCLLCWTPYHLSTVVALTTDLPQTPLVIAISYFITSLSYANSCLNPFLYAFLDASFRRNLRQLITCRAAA
MEKK3 PB1 HTS = modulators of MEKK3-MEK5 PB1 binding, primary screen, biochemical, wildtype MEKK3, multiplex bead flow cytometry, Alexa488-MEK5 | binding response (% of control), % at 10 µM | bead-based flow cytometry, Alexa488-MEK5 binding to MEKK3; actives lie on both sides; 0 = blocked by unlabeled MEK5, 100 = vehicle | AID 1529, 2009 | 1.4% of 290,000 active;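 active means binding response more than 3 SD above or below the average of its plate-row segment, actives on both sides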;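 further: Alexa488 bead fluorescence after subtracting the streptavidin-only scavenger bead signal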
NALP1 yeast inh = NALP1 inflammasome inhibitors in reconstituted yeast, colorimetric, S. cerevisiae, triplicate retest; S. cerevisiae NALP1/ASC/caspase-1 growth, X-gal OD620, 72 h; inhibition, % at 10 µM; 0.61% of 280,000 active; AID 2071, 2009; in the data active means inhibition mostly above about 24%, no sharp cut-off; inactive means mostly below about 32%; further: some compounds called inactive have numbers as strong as hits
GalR3 antagonist = GalR3 antagonists in HEK293 cells, primary screen, cell-based, fluorescence readout. Galanin receptor type 3 (Homo sapiens), O60755. HEK293 GalR3-CNG cAMP membrane potential fluorescence; galR3 body fused to GalR1 C-terminus. inhibition, % at 3 µM. 0.44% of 360,000 active. AID 651719, 2012;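 active means inhibition above the screen-wide average plus 3 SD, cut at about 13% in these data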;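 further: forskolin and galanin both at EC90 stimulate the cells; cAMP rise reported by CNG channel membrane potential dye signal; 0% = forskolin plus galanin with DMSO and 100% = forskolin alone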
Target sequence (O60755 1-299 limits assumed): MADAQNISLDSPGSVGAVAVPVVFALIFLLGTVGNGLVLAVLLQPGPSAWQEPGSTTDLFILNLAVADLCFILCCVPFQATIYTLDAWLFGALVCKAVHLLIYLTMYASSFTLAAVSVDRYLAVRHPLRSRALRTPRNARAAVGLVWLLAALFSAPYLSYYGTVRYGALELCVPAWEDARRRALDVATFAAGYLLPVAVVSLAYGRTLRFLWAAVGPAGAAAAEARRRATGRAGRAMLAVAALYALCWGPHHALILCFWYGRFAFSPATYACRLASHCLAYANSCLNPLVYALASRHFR
MEKK2mut PB1 HTS = MEK5 binding signal on mutant MEKK2 PB1, primary screen, biochemical, multiplex bead flow cytometry, Alexa488-MEK5 | percent response, % at 10 µM | Alexa488-MEK5 binding to MEKK2 mutant | 0.35% of 290,000 active; in the data active means percent response above about 24%, passing the limit was not always enough; further: inactives centre near 1; some results filed as inactive read as strong as hits; reference of the scale not given here
PHOSPHO1 block = PubChem AID 1565; Phosphoethanolamine/phosphocholine phosphatase (Homo sapiens), Q8TCT1; recombinant PHOSPHO1, absorbance phosphatase assay; inhibition, % at 13.3 µM; 1.1% of 290,000 active; in the data active means inhibition above about 60%
MEKK2wt PB1 HTS = modulators of MEK5 binding to wildtype MEKK2, primary screen, biochemical, multiplex bead flow cytometry, Alexa488-MEK5. binding response (% of control), % at 10 µM. Alexa488-MEK5 binding to MEKK2 WT; actives lie on both sides. AID 1531, 2009. 1.1% of 290,000 active; in the data active means binding response below about 67% or above about 130%
Starred values were filed as active, the others as inactive; . = no result given; [ ] = dose if it differs, or a comment.

Fields – V1aR counter	OXTR agonist	GPR7 antagonist	MEKK3 PB1 HTS	NALP1 yeast inh	GalR3 antagonist	MEKK2mut PB1 HTS	PHOSPHO1 block	MEKK2wt PB1 HTS
1. CC(C)N(Cc1cnn(C)c1)Cc1nc(-c2ccc(Cl)cc2)no1
    2.5	-0.5	-10	95	-16	-5	-7	-3	98
2. CC(=O)c1ccccc1NC(=O)Cn1c(=O)cnc2ccccc21
    2.1	0.4	8	99	33	-5	-2	22	95
3. CCOC(=O)Cn1c(=O)c2c(nc(N3CCOCC3)n2C)n(C)c1=O
    0.0	0.1	0	98	19	0	0	3	97
4. N#C/C(=C(/O)c1cc2ccccc2o1)c1nc2ccccc2s1
    8.9	7.2	-7	91	16	-5	-22	12	92
5. CCC(=O)Nc1ccc(C(=O)NNC(=O)c2cc(OC)c(OC)c(OC)c2)cc1
    0.4	0.0	-2	95	4	-7	-12	1	87
6. COc1cccc(-n2nc3c(=O)n(Cc4ccccc4Cl)nc(C)c3c2C)c1
    -0.4	-2.3	0	102	38	-2	-1	-12	100
7. Cc1cc(C(c2ccc(O)cc2)c2cc(C)c(O)cc2C)c(C)cc1O
    18	41*	58*	113	14	-9	3	55	107
8. COc1ccc(NC(=O)c2ccc(NC(=O)c3ccco3)cc2)c(OC)c1
    2.0	1.3	-10	98	22	-6	-3	31	99
9. Cn1c(SCc2ccc(Cl)cc2)nnc1C1CC1
    1.4	-0.5	1	101	14	-1	-10	37	90
10. O=C(CCCCCn1c(=S)[nH]c2cc3c(cc2c1=O)OCO3)N1CCN(C2CCCCC2)CC1
    0.4	-1.9	0	.	12	-5	.	6	.
11. Cc1ccc2[nH]c(-c3cccc(N)c3)cc2c1
    0.6	2.9	4	95	7	-6	-19	14	94
12. Cc1ccc2cc(CN(CC3CCCO3)C(=O)NC3CCCCC3)c(=O)[nH]c2c1C (configuration not stated)
    0.1	-1.8	-6	99	3	-4	-4	24	96
13. NC(=O)[C@@H]1CCNc2c(I)cc([N+](=O)[O-])cc2C(=O)N[C@@H](CCC(=O)O)C(=O)N[C@@H](CO)C(=O)N1
    -0.6	-1.0	3	96	23	.	1	-4	99
14. Cc1cccc(Cn2c(=O)n(CCCC(=O)NCc3ccco3)c(=O)c3ccccc32)c1
    0.7	-0.6	12	95	32	-13	-1	2	95
15. CC(C)c1ccc(NC(=O)NC2CCCCC2)cc1
    2.3	-1.1	-5	90	17	.	0	12	96
16. COc1ccc(CN(C)C(=O)CCN2C(=O)c3ccccc3C2=O)c(OC)c1OC
    0.6	-0.2	-20	100	4	1	3	23	103
17. COCCNC(=S)NN=C1CCCCCC1
    .	.	1	4.0*[inhibitor]	4	-5	-46	1	7.0*[inhibitor]
18. Oc1ccc(-c2[nH]ncc2-c2ccc(Cl)cc2)c(O)c1
    8.3	7.2	5	99	-6	-5	-1	22	95
19. O=C(CSc1nc2nc(-c3cccs3)cc(C(F)(F)F)c2c(=O)[nH]1)C(F)(F)F
    -0.6	-1.1	9	95	7	-10	-2	40	101
20. Cc1cc(C)c2c(N)c(S(=O)(=O)Cc3ccccc3)sc2n1
    0.7	0.1	2	.	4	4	.	20	.
21. O=C1C2ON(c3ccccc3)C(c3cccnc3)C2C(=O)N1c1ccccc1 (configuration not stated)
    0.1	0.1	-5	119	7	2	5	-34	111
22. CCC(=O)Nc1nnc(Sc2ccc(N(C)C)cc2)s1
    -0.7	-0.2	1	.	10	4	.	39	.
23. NC(=S)Nc1cc2ccccc2c2ccccc12
    0.5	0.1	10	99	2	-7	-6	-139	94
24. COc1cc(-c2noc(C)c2-c2ccc(N(C)C)nc2)cc(OC)c1OC
    34*	36*	60*	103	19	-2	2	-7	98
25. Cc1ccc(C(=O)N/C(=C\c2ccco2)C(=O)N2CCOCC2)cc1C
    -0.2	-0.6	-6	103	4	-1	4	-1	107
26. COc1cc(NC(=O)Cc2cccs2)c(C(=O)O)cc1OC
    1.7	1.1	-8	107	20	-2	6	46	111
27. Cc1nc2ccccn2c1C(=O)N/N=C/c1cc(C)n(-c2ccc(Cl)cc2)c1C
    4.3	2.6	-5	110	-6	-5	4	-8	104
28. O=C1CC(c2ccc(Cl)cc2)CC(O)=C1C=NCc1ccc(Cl)c(Cl)c1 (configuration not stated)
    -0.9	-0.5	3	102	34	-1	-1	14	101
29. CCSc1ccc(C(=O)NCC(=O)O)cc1
    1.5	-0.1	-12	102	4	0	2	43	102
30. CCSc1ccc(/C(N)=N/OC(=O)c2cccs2)cn1
    0.0	-0.6	-1	104	4	-3	6	43	111
31. COc1ccc(/C=C2\SC(N3CCCCC3)=NC2=O)cc1OC
    6.7	-1.9	-10	108	5	-1	7	18	105
32. COC(=O)CSc1nnc(CNc2nc(-c3ccccc3)cs2)n1C
    -0.7	-2.3	12	93	-5	-7	0	3	100
33. O/N=C/c1ccc2ccccc2c1
    0.2	0.0	-6	95	13	-6	-2	39	96
34. Oc1ccc(N=Nc2ccc3c(c2)OCCO3)c2ncccc12
    0.1	7.7	-4	100	5	-5	0	16	97
35. O=C(CCc1c[nH]c2ccccc12)NC1CC1
    0.8	3.6	-13	105	24	-7	7	3	106
36. Cc1cnc(C(=O)Nc2cc(S(=O)(=O)N3CCOCC3)ccc2N2CCN(C)CC2)cn1
    -0.2	-0.8	-2	96	25	-3	-2	2	94
37. Cc1nn(CC(=O)OCCOc2ccc(Br)cc2)c(C)c1[N+](=O)[O-]
    14	-0.5	15	50*[inhibitor]	6	1	-4	32	66
38. Cc1ccc2cc(/C=C/C(=O)c3ccco3)c(Cl)nc2c1
    0.2	-1.8	-6	87	.	-3	-10	19	82
39. N/C(=N\NC(=O)c1cccs1)c1cc2cc(Cl)ccc2oc1=O
    0.9	-0.6	-6	95	.	4	3	50	97
40. O=C(Nc1ccc(F)c(Cl)c1)c1cc(-c2ccco2)on1
    0.3	0.4	-3	100	9	-8	4	32	102

41	Cc1c(NC=C(C#N)C#N)c(=O)n(-c2ccccc2)n1C
42	COc1ccc(C2(C(=O)N3CCOCC3)CCOCC2)cc1OC
43	Cc1cccc(NC(=O)C2CCN(S(=O)(=O)c3cccs3)CC2)n1
44	O=c1[nH]c(C2CCN(S(=O)(=O)Cc3ccccc3)CC2)nc2c1nnn2Cc1ccccc1
45	O=C(COc1ccc(S(=O)(=O)N2CCOCC2)cc1)NCc1ccco1
46	CC(NS(=O)(=O)c1ccc(F)cc1)C(=O)NCc1ccncc1 (configuration not stated)
entry no.	41	42	43	44	45	46
V1aR counter	0.4	0.1	4.8	-0.1	0.5	0.1
OXTR agonist	1.5	0.2	3.8	0.1	0.4	0.4
GPR7 antagonist	9	-8	10	3	-7	-7
MEKK3 PB1 HTS	84	100	104	98	101	94
NALP1 yeast inh	12	26	43	13	1	18
GalR3 antagonist	-4	2	-6	-9	-3	1
MEKK2mut PB1 HTS	-14	6	9	-9	2	-3
PHOSPHO1 block	52	-9	21	28	23	9
MEKK2wt PB1 HTS	84	105	111	98	100	100

47	c1ccc2oc(-c3[nH]ncc3CN(Cc3ccncc3)CC3CCCO3)cc2c1 (configuration not stated)
48	O=C(CSc1ncnc2c1oc1ccccc12)Nc1cccc(F)c1
49	O=C(OCCN1CCOCC1)C(c1ccccc1)c1ccccc1
50	CCC(=O)Nc1ccc(C(=O)NNC(=O)COc2cc(C)ccc2C)cc1
51	CCOC(=O)c1cc(C)sc1NC(=O)CCC(=O)O
52	Cc1cnc(C(=O)N2CCCC(C(=O)c3ccc(C(F)(F)F)cc3)C2)cn1 (configuration not stated)
entry no.	47	48	49	50	51	52
V1aR counter	-0.2	1.1	-0.3	1.1	1.3	3.7
OXTR agonist	0.0	-0.3	-0.2	4.3	0.3	2.5
GPR7 antagonist	-4	-13	6	1	2	11
MEKK3 PB1 HTS	99	96	100	98	98	105
NALP1 yeast inh	16	3	11	30	19	-19
GalR3 antagonist	4	-2	-7	3	-5	9
MEKK2mut PB1 HTS	-6	2	-1	1	1	-11
PHOSPHO1 block	60*	-3	12	1	5	8
MEKK2wt PB1 HTS	91	96	98	82	100	87

Five of the compounds above, bar-delimited:
entry | compound | V1aR counter | OXTR agonist | GPR7 antagonist | MEKK3 PB1 HTS | NALP1 yeast inh | GalR3 antagonist | MEKK2mut PB1 HTS | PHOSPHO1 block | MEKK2wt PB1 HTS
19 | O=C(CSc1nc2nc(-c3cccs3)cc(C(F)(F)F)c2c(=O)[nH]1)C(F)(F)F | -0.6 | -1.1 | 9 | 95 | 7 | -10 | -2 | 40 | 101
20 | Cc1cc(C)c2c(N)c(S(=O)(=O)Cc3ccccc3)sc2n1 | 0.7 | 0.1 | 2 | . | 4 | 4 | . | 20 | .
12 | Cc1ccc2cc(CN(CC3CCCO3)C(=O)NC3CCCCC3)c(=O)[nH]c2c1C (configuration not stated) | 0.1 | -1.8 | -6 | 99 | 3 | -4 | -4 | 24 | 96
21 | O=C1C2ON(c3ccccc3)C(c3cccnc3)C2C(=O)N1c1ccccc1 (configuration not stated) | 0.1 | 0.1 | -5 | 119 | 7 | 2 | 5 | -34 | 111
15 | CC(C)c1ccc(NC(=O)NC2CCCCC2)cc1 | 2.3 | -1.1 | -5 | 90 | 17 | . | 0 | 12 | 96

(listing goes on)
53	CC1=CC(c2ccc(Cl)cc2)n2nc(NS(=O)(=O)c3ccc(C)cc3)nc2N1 (configuration not stated)
54	CCN(CC)S(=O)(=O)c1ccc(N2CCCC2)c(C(=O)OCC(=O)/C(C#N)=C(\C)N)c1
55	Cc1cc(C)c2c(n1)SCC(=O)N2CC(=O)Nc1cccc(Cl)c1
56	Cc1ccc(C)c(Cn2c(C(C)O)nc3ccccc32)c1 (configuration not stated)
57	Cc1ccc(CNC(=O)CCn2nc(-c3ccc(Cl)cc3)ccc2=O)cc1
58	CCNC(=O)OCc1cn(-c2ccccc2)nn1
entry no.	53	54	55	56	57	58
V1aR counter	0.1	1.4	-0.1	1.2	-1.6	0.7
OXTR agonist	-0.4	1.1	0.6	-1.4	-2.1	-0.3
GPR7 antagonist	4	-2	-7	-8	-4	6
MEKK3 PB1 HTS	71	94	101	105	99	103
NALP1 yeast inh	17	10	12	9	13	15
GalR3 antagonist	-4	-5	.	-1	-3	-2
MEKK2mut PB1 HTS	-11	-2	3	10	4	-1
PHOSPHO1 block	0	3	12	42	-7	33
MEKK2wt PB1 HTS	73	89	104	108	101	96

59	C#CCOCCOCCOCCNc1nc(N2CCOCC2)nc(N2CCN(C(=O)[C@H]([C@@H](C)CC)n3cc([C@@H](N)CO)nn3)CC2)n1
60	COc1cc(OC)c(OC)cc1/C=N/Nc1ncnc2c1[nH]c1ccccc12
61	CC(=O)Nc1ccc(NS(=O)(=O)c2c(Cl)cccc2Cl)cc1
62	CCOC(=O)N1CCN(C(=O)Nc2cccc3ccccc23)CC1
entry no.	59	60	61	62
V1aR counter	0.0	0.3	-0.1	0.5
OXTR agonist	1.5	0.7	0.6	-0.9
GPR7 antagonist	-6	2	-9	3
MEKK3 PB1 HTS	107	102	101	99
NALP1 yeast inh	10	26	.	10
GalR3 antagonist	-3	-2	-1	-2
MEKK2mut PB1 HTS	8	-2	-6	-9
PHOSPHO1 block	32	6	20	32
MEKK2wt PB1 HTS	106	105	103	95
